RAD54 branch: blocks human RAD54 Holliday junction branch migration | Q92698 | FAM/BHQ fluorescence | 360,000 compounds, 0.14% hits | AID 602329 | inhibition, % at 10.4 µM;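 active means mean normalized replicate activity at least 40 and at least half of replicates scoring 40 or more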;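 further: 0% = median of neutral control wells and 100% = median of positive control wells; inhibitors cause a drop in the FAM fluorescence signal; in these data hits start at about 50%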
XiGFP reactiv: activators of X-chromosome reactivation in mouse fibroblasts | 360,000 compounds, 0.055% hits | XiGFP mouse fibroblasts, % GFP-positive cells imaging, 3 d; cells co-treated with 5-aza-dC sensitizer; scaled so ellipticine positive control = 100% | activation, % at 7.58 µM;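 active means mean normalized replicate activation at least 10% and every replicate at or above 10%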;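 further: 0% = median of on-plate neutral control wells and 100% = ellipticine 6 µM median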
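System: 68-5-11 XiGFP fibroblast line; Timing: 3 days compound exposure; Compound dosing: one concentration, pinned; Benchmarks: positive control ellipticine, 6 µM final; Buffer or medium: DMEM containing 5-aza-dC.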
E-selectin induc: E-selectin induction on HUVECs; P16581; 260,000 compounds, 0.37% hits; HUVEC E-selectin immunofluorescence imaging; normalized: neutral wells 0, TNF-alpha wells 100; activation, % at 7.58 µM;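 active means mean E-selectin-positive cell signal at least 10% of the positive control, reached in at least 60% of replicates, without over 20% cell loss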;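 further: in these data hits start at about 27%; measured in HUVEC primary endothelial cells; signal is the percent of cells scored E-selectin positive by PE staining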
Target sequence (P16581 whole entry, looked up): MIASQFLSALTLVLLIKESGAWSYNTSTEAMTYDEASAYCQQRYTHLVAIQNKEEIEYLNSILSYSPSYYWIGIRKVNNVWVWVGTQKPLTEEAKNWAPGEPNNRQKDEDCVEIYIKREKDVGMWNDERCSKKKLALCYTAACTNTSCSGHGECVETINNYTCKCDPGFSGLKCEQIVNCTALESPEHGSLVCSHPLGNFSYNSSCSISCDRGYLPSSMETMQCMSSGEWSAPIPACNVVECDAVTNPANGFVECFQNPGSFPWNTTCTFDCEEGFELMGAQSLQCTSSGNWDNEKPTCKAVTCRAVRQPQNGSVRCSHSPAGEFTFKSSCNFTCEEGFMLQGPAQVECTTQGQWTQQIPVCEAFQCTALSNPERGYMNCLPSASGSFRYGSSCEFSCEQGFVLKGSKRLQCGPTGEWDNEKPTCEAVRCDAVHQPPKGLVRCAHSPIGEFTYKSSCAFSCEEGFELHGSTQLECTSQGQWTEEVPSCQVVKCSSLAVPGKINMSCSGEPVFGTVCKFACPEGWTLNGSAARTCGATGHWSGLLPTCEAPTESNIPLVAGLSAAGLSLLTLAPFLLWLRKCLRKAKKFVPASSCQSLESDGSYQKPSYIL
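Read-out: % PE-positive cells | Test system: HUVEC | Doses: One compound dose added by pin transfer | Buffer or medium: EGM-2 over gelatin coat | Signal: Immunofluorescence imaging | Benchmarks: TNF-alpha, DMSO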
S100A4 MyoIIA: inhibitors of human S100A4 binding to myosin IIA peptide | P26447 | S100A4/TAMRA-MyoIIA peptide fluorescence polarization | 360,000 compounds, 0.14% hits | inhibition, % at 10.7 µM | AID 652163;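 active means mean inhibition of at least 70% across replicates, with every replicate also reaching that level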
Target sequence (P26447 whole entry, looked up): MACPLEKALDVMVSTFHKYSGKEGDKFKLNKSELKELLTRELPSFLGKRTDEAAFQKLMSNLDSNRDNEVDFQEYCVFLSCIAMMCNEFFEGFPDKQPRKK
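incubation = readout 5 min after mixing, signal stable up to 60 min | system = S100A4 monomer protein | buffer or medium = HEPES pH 7.2 with CaCl2, KCl, NaCl, DTT, Triton | benchmarks = neutral control DMSO, positive control TFP | also added = fluorescent myosin IIA peptide, 5 nM | compound dosing = one concentration per compound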
esBAF inh: SWI/SNF esBAF complex inhibition; 350,000 compounds, 2% hits; reporter increase, % at 12.5 µM; mouse ES cells, Bmi1-luciferase knock-in reporter, 24 h; 100% = twice the neutral-well signal; AID 602393; in the data active means activation above about 40%;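 further: 0% = median of the plate's neutral control wells and 100% = double that signal; a rise in the Bmi1 reporter signal indicates esBAF inhibition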
An asterisk follows results filed as active; x = no result given; & = joins results of further samples. Not all compounds are listed; rates above refer to the full screens.

Each structure is followed by: RAD54 branch, XiGFP reactiv, E-selectin induc, S100A4 MyoIIA, esBAF inh
CCc1cc2c(s1)NC(=O)CN=C2c1cccs1
→ 1, x, x, x, -5
Cc1ccc(N(C)C(=O)Oc2cccc3cccnc23)cc1
→ -13, x, x, x, 3
CCOC(=O)C1C2NC(=O)N(Cc3ccccc3)C1(C)Oc1c(OC)cccc12 (stereo unspecified)
→ 6, x, x, x, -3
CC1CN=C(Nc2ccc(N(C)C)cc2)S1 (stereo unspecified)
→ -12, x, x, x, 15
COCC(C)OC(=O)c1c(N)n(Cc2ccco2)c2nc3ccccc3nc12 (stereo unspecified)
→ -22, x, x, x, 6
CC(C)C12CN3CCN(CC(C3)C1O)C2 (stereo unspecified)
→ 1, x, x, x, -4
CN1C(=O)NC(=O)[C@]2(Cc3ccccc3N3CCN(c4ccccc4)CC32)C1=O (stereo partly specified)
→ 0, x, x, x, 15
CN(C)C=C1C(=O)N(C2CCCCC2)C(=O)N(C2CCCCC2)C1=O
→ -8, x, x, x, 7
CC(C(=O)N1CCC2(CC1)OCCO2)C1Sc2ccccc2NC1=O (stereo unspecified)
→ 1, x, x, x, -12
Cc1cc(N2C(=O)C3CCCN3C2c2sccc2C)no1 (stereo unspecified)
→ -13, x, x, x, -1
Cc1cccc(OCC(=O)N2CCN(Cc3ccncc3)CC2)c1
→ 10, x, x, x, 4
CCOc1ccccc1-n1c(O)c(C=NCCCN(CC)CC)c(=O)[nH]c1=O
→ -6, x, x, x, -8
Cc1ccc2c(c1)CC1(CN2C)C(=O)NC(=O)N(CCC2=CCCCC2)C1=O (stereo unspecified)
→ -3, x, x, x, 1
CNCC1(c2ccccc2)CCCC1
→ -8, x, x, x, -4
CCNC(=O)C1OC(n2cnc3c(N)ncnc32)C(O)C1O (stereo unspecified)
→ -9, x, x, x, -13
O=C(COC(=O)Cc1ccccc1)Nc1ncc(Cl)cc1Cl
→ -8, x, x, x, -5
CCN(CC)P(=O)(Oc1cccc(C)c1)N(CC)CC
→ -11, x, x, x, -8
O=C1OCCN1P(=O)(c1ccccc1)c1ccccc1
→ 2, x, x, x, -13
CCN(CC)c1ccc(N=Cc2c(O)n(-c3ccc(Cl)cc3)c(=O)[nH]c2=O)cc1
→ 7, x, x, x, 12
c1ccc2sc(C3CCCNC3)nc2c1 (stereo unspecified)
→ -2, x, x, x, 10
CCCCC(=O)C1C(=O)NC(=O)NC1=O
→ -13, x, x, x, -9
Cc1ccc(-c2nc3ccccc3c(=O)n2-c2cc(C)ccn2)cc1
→ 1, x, x, x, 34
CCOc1cc(-c2nc3c(C)cccn3c2NCC2CCCO2)ccc1O (stereo unspecified)
→ 12, x, x, x, -7
O=C(CN1CCCCC1)Nc1ccc(Br)cc1C(=O)c1ccccc1Cl
→ 3, x, x, x, -5
Fc1ccc2c(c1)nnn2C1CCN(Cc2nnnn2C2CCCCC2)CC1
→ -16, x, x, x, -1
Cc1ccc(Cn2nnnc2CN2CCC(n3nnc4cc(C(F)(F)F)ccc43)CC2)cc1
→ -4, x, x, x, 3
CCCCn1c(O)c(C(CC)=NCc2ccc(F)cc2)c(=O)[nH]c1=O
→ -4, x, x, x, 8
CN1CCN(Cc2ccc(OC(F)(F)F)cc2)CC1
→ -4, x, x, x, -3
COC(=O)C1=C(c2ccc(F)cc2F)C[C@@H]2CC[C@H]1N2C(=O)NC(C)C
→ -3, x, x, x, -2
O=C(C1CCCN(c2nnc(-n3cccc3)s2)C1)N1CCC2(CC1)OCCO2 (stereo unspecified)
→ 6, x, x, x, 2
CC/C(=N\N1CCN(C)CC1)c1c(O)[nH]c(=O)[nH]c1=O
→ -5, -0.3, x, x, x
O=C(N/N=C/c1c(O)n(-c2ccccc2)c(=O)[nH]c1=O)c1ccncc1
→ 0, 0.1, x, x, x
Cc1ccc(C2=NC(C)(C)N3C2C3c2ccc([N+](=O)[O-])cc2)cc1 (stereo unspecified)
→ -9, -0.2, x, x, x
O=C1/C(=C\c2cc3c(cc2Cl)OCO3)N2CCC1CC2
→ 0, -0.1, x, x, x
Cc1ccc(OCC(=O)Nc2ccc(Cl)cc2C(=O)c2ccccc2)cc1
→ 3, 0.4, x, x, x
CCC(=NCCC(c1ccccc1)c1ccccc1)c1c(O)[nH]c(=O)[nH]c1=O
→ 9, 0.0, x, x, x
COc1ccccc1N1C(=O)NC(=O)/C(=C/c2ccc3c4c(cccc24)CC3)C1=O
→ -2, 0.2, x, x, x
CCN1CCN(c2cc(N3CCCC3)c(F)cc2[N+](=O)[O-])CC1
→ 18, 0.8, x, x, x
CCc1ccc(N2C(=O)NC(=O)/C(=C\c3cccn3CCOc3ccc(C(C)C)cc3)C2=O)cc1
→ -4, -0.1, x, x, x
Cc1cccc(C)c1OP(N)(=O)OCC(F)(F)F (stereo unspecified)
→ 2, -0.2, x, x, x
CC12CN3CN(C1)CC(C)(C3)C2=NO
→ 5, 0.0, x, x, x
CCN(CC)c1ccc(/C=C2\C(=O)NC(=O)N(Cc3ccco3)C2=O)cc1
→ x, 0.0, x, x, -6
CC(C)NCC(O)c1ccc(C2CCCC2)cc1 (stereo unspecified)
→ x, 0.6, -0.2, x, x
O=c1[nH]c(=O)n(-c2ccccc2)c(O)c1/C=C/C=Nc1ccccc1
→ x, 0.2, -0.4, x, x
c1cncc(-c2ccc(C3[C@H]4CNC[C@@H]3N4CC3CC3)cc2)c1 (stereo partly specified)
→ x, 0.0, 0.2, x, x
O=C(c1ccc(N2CC3CC(C2)c2cccc(=O)n2C3)c([N+](=O)[O-])c1)N1CCCCC1 (stereo unspecified)
→ x, -0.1, 0.5, x, x
C/C=C/c1ccc(C2[C@H]3CNC[C@@H]2N3Cc2ccccn2)cc1 (stereo partly specified)
→ x, 0.1&0.1, 0.0&0.0, x, x
Cc1ccccc1-n1c(O)c(/C=N/Nc2nc3c(c(=O)n(C)c(=O)n3C)n2C)c(=O)[nH]c1=S
→ x, 0.2, -0.1, x, x
C/C=C/c1ccc(C2[C@@H]3CN(C(=O)C4CCC4)C[C@H]2N3)cc1 (stereo partly specified)
→ x, 0.1&0.2, 0.1&-0.6, x, x
c1ccc(-c2[nH]c(-c3ccccc3)[n+](CC3CO3)c2-c2ccccc2)cc1 (stereo unspecified)
→ x, -0.1, 0.5, x, x
Cc1cc(=O)n(-c2ccccc2)n1-c1ccccc1
→ x, 0.4, 8.3, x, x
CN1CCN(c2ccc([N+](=O)[O-])c(NCc3ccco3)c2)CC1
→ x, -0.1, 3.9, x, x
O=C(c1ccccc1)C(CN1CCCC1)c1ccccc1 (stereo unspecified)
→ x, 1.1, 3.5, x, x
Cc1ccc(-n2c(/C=C/c3ccc4c(c3)OCO4)nc3ccccc3c2=O)cc1
→ x, 0.1, -2.6, x, x
C/C(=N\N1CCCCC1c1cccnc1)c1c(O)n(C2CCCCC2)c(=S)[nH]c1=O (stereo unspecified)
→ x, 0.1, 1.1, x, x
COc1ccc(/C=C2/C(=O)NC(=O)N(c3ccc(C)c(C)c3)C2=O)cc1CN1C(=O)c2ccccc2C1=O
→ x, 0.1, 0.9, x, x
CCOP(=O)(OCC)C1(O)C(=O)Nc2ccccc21 (stereo unspecified)
→ x, -0.1, 0.0, x, x
O=C1NC(=O)C2(Cc3ccccc3N3CCCC32)C(=O)N1c1ccc(Cl)cc1 (stereo unspecified)
→ -14, x, x, -13, -5
Cc1ccc2c(c1)C1CN(C)CCC1N2C(=O)Nc1cccc(Cl)c1 (stereo unspecified)
→ 0, x, x, -18, 14
COC(=O)CC1(CC(=O)OC)C(=O)NC(=O)NC1=O
→ -3, x, -1.8, x, -2

Next structures:
Each structure is followed by: RAD54 branch, XiGFP reactiv, E-selectin induc, S100A4 MyoIIA, esBAF inh
CCOP(=O)(C(NC(=O)c1ccccc1Cl)=C(Cl)Cl)c1ccccc1 (stereo unspecified)
→ 5, x, -0.7, x, 6
O=C(O)C(O)(c1ccccc1)C1CCCC1 (stereo unspecified)
→ -8, x, 1.8, x, -5
CC(=O)c1cccc(OCC(O)CN2CC=C(c3ccccc3)CC2)c1 (stereo unspecified)
→ -3, x, 0.9, x, 9
CC1CCCC(NC(=O)COC(=O)Cc2ccccc2)C1C (stereo unspecified)
→ -5, x, 0.8, x, -13
CCC12CN3CCN(CC(C3)C1O)C2 (stereo unspecified)
→ -21, x, -2.4, x, -4
CCOC(=O)c1cccc([P+](=O)O)c1
→ -20, x, -0.3, x, 4
CCC(=Nc1ccc(OC)cc1OC)c1c(O)n(C2CCCCC2)c(=O)[nH]c1=O
→ 0, x, -0.9, x, -7
O=P(O)(O)/C=C(\Cl)c1ccccc1
→ 3, x, -0.3, x, -5
CCOC(=O)c1nc2ccccc2c(=O)n1-c1ccc(C)cc1C
→ -4, 0.5, x, x, 0
O=C(O)c1cccc2c1NC(C(=O)O)C1CC(Sc3ccccc3[N+](=O)[O-])C(Cl)C21 (stereo unspecified)
→ 21, 0.1, x, x, -4
CN(C)c1ccc(/C=C2\CC3C4CC=C5CC(O)CCC5(C)C4CCC3(C)C2=O)cc1 (stereo unspecified)
→ -8, 0.0, x, x, 0
CCN(CC)c1ccc(N=Cc2c(O)n(Cc3ccccc3)c(=O)[nH]c2=O)cc1
→ 9, 0.1, x, x, -10
Cn1c(O)c(C=Nc2ccccc2Sc2ccccc2)c(=O)n(C)c1=O
→ 0, -0.1, x, x, -8
COc1ccccc1N1CCN(Cc2ccc(F)cc2)CC1
→ -4, 0.3, x, x, 18
CCN(CC)S(=O)(=O)c1ccc(C)c(NCC(=O)Nc2ccc(C#N)c(Cl)c2)c1
→ -7, 0.1, 15, x, x
CCc1nc2ccccc2c(=O)n1-c1ccccc1[N+](=O)[O-]
→ -4, 0.0, -0.1, x, x
O=C(Cc1ccccc1)N1CCCCN2[C@H](CO)[C@@H](c3ccc(C#CC4(O)CCCC4)cc3)[C@@H]2C1
→ -1, 0.0, 0.5, x, x
CC(C)(C)n1cccc1/C=C1\C(=O)NC(=O)N(c2ccccc2)C1=O
→ -4, 0.1, -0.1, x, x
COc1ccc(C(C)=O)cc1CC(C(=O)c1ccc(C)c(C)c1)N(C)C (stereo unspecified)
→ 0, 0.0, -0.3, x, x
O=C1NC(=O)C(CCc2ccncc2)(Cc2cccc(Cl)c2Cl)C(=O)N1c1ccc(Br)cc1 (stereo unspecified)
→ -1, -0.1, 2.1, x, x
O=C(NC1CN2CCC1CC2)c1cc(Cl)c([N+](=O)[O-])c2nc[nH]c12 (stereo unspecified)
→ 56*, -0.1, -2.4, x, x
O=C(O)[C@H]1[C@H](CO)[C@H]2Cn3c(ccc(-c4ccncc4)c3=O)[C@@H]1N2C(=O)C1CC1
→ x, 0.0, -0.3, x, -7
COc1cccc(-c2ccc3n(c2=O)C[C@@H]2[C@@H](CO)[C@H](C(=O)O)[C@H]3N2Cc2ccccc2F)c1
→ x, 0.0, -0.2, x, 2
O=C(O)[C@@H]1[C@@H](CO)[C@@H]2Cn3c(ccc(C4=CCCCC4)c3=O)[C@H]1N2CCc1ccccc1
→ x, 0.0, -0.5, x, 0
COC(=O)[C@H]1[C@H](CO)[C@H]2Cn3c(ccc(C4=CCCC4)c3=O)[C@@H]1N2C(=O)C1CCCCC1
→ x, 0.5, -0.5, x, -1

High-throughput results from PubChem.
